Bioassay records (PubChem)
RECQ1 inh = qHTS Assay for Inhibitors of RecQ-Like Dna Helicase 1 (RECQ1). RECQ1 DNA unwinding, red fluorescence kinetic read. AID 2549, 2010. 240,000 compounds, 0.54% hits. Potency, µM (doses to about 57.3 µM), inactives show top-dose activity, negative = inhibition, most hits filed as inhibitors. ATP-dependent DNA helicase Q1 (Homo sapiens), P46063;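 note: plate controls were vehicle for no effect and no enzyme for full effect; nearly all actives have a fitted effect of over 30% in size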
Target sequence (P46063 whole entry, looked up): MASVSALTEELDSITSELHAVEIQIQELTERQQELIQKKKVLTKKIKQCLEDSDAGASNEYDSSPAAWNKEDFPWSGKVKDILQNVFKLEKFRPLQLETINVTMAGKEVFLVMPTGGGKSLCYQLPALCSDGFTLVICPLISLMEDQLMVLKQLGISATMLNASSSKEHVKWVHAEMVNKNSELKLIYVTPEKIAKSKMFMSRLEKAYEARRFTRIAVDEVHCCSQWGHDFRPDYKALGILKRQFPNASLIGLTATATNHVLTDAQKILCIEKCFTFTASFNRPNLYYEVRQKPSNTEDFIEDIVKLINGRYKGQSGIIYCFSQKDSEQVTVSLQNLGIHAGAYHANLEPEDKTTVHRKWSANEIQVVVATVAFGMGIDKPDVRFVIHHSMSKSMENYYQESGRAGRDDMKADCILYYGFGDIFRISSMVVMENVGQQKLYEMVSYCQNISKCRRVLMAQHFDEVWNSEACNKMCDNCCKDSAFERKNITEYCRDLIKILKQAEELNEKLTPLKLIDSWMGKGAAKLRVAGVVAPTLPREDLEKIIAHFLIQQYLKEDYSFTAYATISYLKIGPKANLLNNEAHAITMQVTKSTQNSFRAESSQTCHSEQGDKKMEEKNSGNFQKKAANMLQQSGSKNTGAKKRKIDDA
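50 nM RECQ1T1 preincubated 15 min with compound in Tris pH 8.0 buffer with MgCl2, DTT, Tween-20 and 2.5 ug/ml poly(dI-dC); started with 200 nM TAMRA/BHQ-2 forked duplex and 2 mM ATP. Unwinding read as fluorescence (525/598 nm), two reads 2 h apart.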
TRb-SRC2 inh = qHTS for Inhibitors of the Interaction of Thyroid Hormone Receptor and Steroid Receptor Coregulator 2; Thyroid hormone receptor beta (Homo sapiens), P10828; TRbeta-SRC2 peptide binding, fluorescence polarization; receptor liganded with 1 µM T3; Potency, µM (highest dose often 106 µM), inactives show at the highest dose activity change, negative = inhibition, hits mostly inhibitors; 280,000 compounds, 0.065% hits; AID 1469, 2008;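 note: plate controls were bound peptide for no effect and peptide without receptor for full effect; nearly all actives have a fitted effect of over 50% in size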
Target sequence (P10828 whole entry, looked up): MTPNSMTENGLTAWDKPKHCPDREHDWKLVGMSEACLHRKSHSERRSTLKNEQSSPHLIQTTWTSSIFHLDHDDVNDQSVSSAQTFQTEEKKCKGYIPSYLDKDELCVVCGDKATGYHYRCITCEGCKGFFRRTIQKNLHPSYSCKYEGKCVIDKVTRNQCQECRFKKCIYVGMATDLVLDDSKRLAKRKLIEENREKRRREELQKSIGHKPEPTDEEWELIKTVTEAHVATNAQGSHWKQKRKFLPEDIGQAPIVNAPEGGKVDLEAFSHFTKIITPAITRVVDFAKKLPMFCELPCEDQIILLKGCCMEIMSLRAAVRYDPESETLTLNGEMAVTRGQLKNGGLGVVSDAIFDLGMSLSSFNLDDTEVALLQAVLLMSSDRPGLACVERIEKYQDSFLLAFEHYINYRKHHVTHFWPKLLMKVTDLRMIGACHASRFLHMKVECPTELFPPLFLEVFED
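Binding of a 20-amino-acid Texas Red SRC2 peptide (20 nM) to TRb ligand-binding domain (0.6 uM) with agonist T3 at 1 uM was followed by fluorescence polarization after a 5 hr room-temperature incubation.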
L3MBTL1 inh = qHTS Assay for the Inhibitors of L3MBTL1; AlphaScreen L3MBTL1–H3K9me1 peptide binding; Potency, µM (titrated, usually from 57.1 µM), for the others: at the highest dose activity, negative = inhibition, hits mostly inhibitors; Lethal(3)malignant brain tumor-like protein 1 (Homo sapiens), Q9Y468; 230,000 compounds, 0.66% hits; note: nearly all actives have a fitted effect of over 60% in size
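AlphaScreen proximity signal between nickel-chelate acceptor and streptavidin donor beads (final 10 ug/mL) reports binding of 50 nM L3MBTL1 to 75 nM biotin-H3 K9me1 peptide; complex incubated with compounds 30 min at room temperature; cefsulodin titration as control.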
GAA inh = qHTS Assay for Inhibitors of Human alpha-Glucosidase as a Potential Chaperone Treatment of Pompe Disease | 200,000 compounds, 0.005% hits | purified human GAA, 4-MU-alpha-glucoside fluorescence | Lysosomal alpha-glucosidase (Homo sapiens), P10253 | Potency, µM (highest dose often 76.9 µM), for inactives: top-dose activity change, negative = inhibition, most hits filed as inhibitors;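 note: plate controls were uninhibited enzyme wells for no effect and no-enzyme background for full effect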
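Human alpha-glucosidase, 4 nM, pre-mixed with test compounds before 400 uM 4-methylumbelliferyl substrate; 20 min room temperature at pH 5.0. Fluorescence read after pH 10 stop; AC50 values from Hill-equation fits.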
RGS12 GoLoco inh = qHTS Assay for Inhibitors of RGS12 GoLoco Motif Activity (Red Fluorophore); Guanine nucleotide-binding protein G(i) subunit alpha-1 (Homo sapiens), P63096; 230,000 compounds, 0.44% hits; Potency, µM (highest dose often 61.6 µM), for the others: at the top dose activity, negative = inhibition, actives largely listed as inhibitors; Gai1:RGS12 GoLoco peptide FP, rhodamine, 10 min; active = well fitted inhibition curve with a large enough effect, not every such curve was filed as active; inactive = no such curve, though single readings can be large or run the other way; note: nearly all actives have a fitted effect of over 30% in size; many of its hits are not listed in these tables
aGlu spleen mod = qHTS Assay for Inhibitors and Activators of Human alpha-Glucosidase From Spleen Homogenate | human spleen homogenate, 4-MU-alpha-glucoside fluorescence | Potency, µM (titrated, usually from 79.9 µM), for inactives: at the highest dose activity change, negative = inhibition, actives largely listed as inhibitors | 240,000 compounds, 0.006% hits;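 note: 0% = enzyme with vehicle and -100% = no enzyme basal signal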
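Compounds were titrated against alpha-glucosidase in spleen homogenate at pH 5.0, with 1 mM 4-methylumbelliferyl substrate for 40 min at 37 C. Reactions were quenched with pH 10 NaOH/glycine and fluorescence measured.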
GAA glycogen mod = qHTS Assay for Inhibitors and Activators of Human alpha-Glucosidase Cleavage of Glycogen; Lysosomal alpha-glucosidase (Homo sapiens), P10253; recombinant GAA, glycogen substrate, Amplex Red glucose oxidase fluorescence; Potency, µM (doses to about 76.4 µM), inactives show top-dose activity change, negative = inhibition, most hits filed as inhibitors; 300,000 compounds, 0.38% hits; AID 2100, 2009;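 note: 0% = full enzyme reaction and -100% = no-enzyme basal signal; the screen sought inhibitors and activators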
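Recombinant enzyme (4 nM final) with compounds titrated up to 77 uM and bovine liver glycogen (30 ug) in citrate pH 5.0, 0.01% Tween-20, 37 C 40 min. Released glucose detected by Amplex Red/glucose oxidase (Ex 573/Em 610); AC50 from Hill fits.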
TR SRC2 fluor cs = Total Fluorescence Counterscreen for Inhibitors of the Interaction of Thyroid Hormone Receptor and Steroid Receptor Coregulator 2; Potency, µM (titrated, usually from 106 µM), for inactives: at the highest dose fluorescence change, negative = quenching; TRb/SRC2 Texas Red total fluorescence interference; 280,000 compounds, 0.29% hits; AID 1479, 2009; active = well fitted curve in either direction with a large enough effect; inconclusive = small, poorly fitted or top-dose-only effect
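Flags fluorescent or light-absorbing compounds by total fluorescence, S + 2P, at 555 nm excitation and 632 nm emission. Mixture: 20 nM Texas Red SRC2 peptide, 0.6 uM human TRb LBD, 1 uM T3, 5% DMSO; compound exposure 5 h at ambient temperature.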
An asterisk follows results filed as active; i = inactive; ? = inconclusive; · = no result given; & = joins results of further samples; [ ] = another dose, or the depositor's remark. Unless noted, calls come from the whole dose curve; as a rule, active = well fitted curve in the direction sought with a large enough effect; inconclusive = small, poorly fitted or top-dose-only effect, or another doubt; inactive = no such curve, though single readings can be large; an effect the other way counts as inactive or inconclusive. Unless noted, % is set by controls: 0 for no effect and ±100 for the full control effect; potency is the fitted concentration of half-maximal effect. These rows are one share of the data (hit frequency here may not be typical).

SMILES	RECQ1 inh	TRb-SRC2 inh	L3MBTL1 inh	GAA inh	RGS12 GoLoco inh	aGlu spleen mod	GAA glycogen mod	TR SRC2 fluor cs
Cc1ccc(C(=O)N2c3ccccc3NC(=O)C2C)cc1 (stereo unspecified)	-6.9%	-5.2%	-4.7%	-4.4%	3.0%	-0.3%	4.0%	0.3%
Cc1nnc(Sc2cc(C(=O)NCc3ccco3)c3ccccc3n2)s1	-13.6%	-20.9%	-19.0%	1.1%	-0.4%	0.0%	1.4%	-2.2%
O=C1OC(c2ccccc2)=N/C1=C\C=C\c1ccco1	?	1.7%	?	-3.2%	12.7%	2.0%	-24.4%	-2.5%
CCOc1nc(SC(C(C)=O)C(=O)Nc2ccccc2)nc(N(C)C)n1 (stereo unspecified)	-0.7%	2.6%	4.4%	-0.7%	2.1%	-0.9%	?	-1.3%
Cn1c(=O)c2c(n(C)c1=O)=NC1(CCCCC1)ON=2	i	-8.8%	·	-4.5%	-16.2%	1.9%	6.7%	-4.1%
COCOc1cc(OC)ccc1C(=O)/C=C\c1ccc2c(c1)OCO2	-6.9%[11.5 µM]	2.1%[11.2 µM]	·	·	·	5.1%[17.4 µM]	·	0.5%[11.2 µM]
COC(=O)COc1ccc(S(=O)(=O)N2CCc3ccccc3C2)cc1	-8.2%	-1.4%	·	-7.8%	-0.4%	-3.7%	-3.2%	-0.2%
Cc1ccc(OCC(O)CN2CCN(Cc3ccc4c(c3)OCO4)CC2)cc1C (stereo unspecified)	-6.4%	3.3%	-12.5%	-6.2%	-6.3%	-1.3%	10.4%	0.1%
O=C(O)/C=C/c1cn(-c2ccccc2)nc1-c1cccs1	i	1.7%	·	-4.1%	6.2%	-1.8%	-4.3%	0.6%
Cc1ccc(S(=O)(=O)Nc2ccc3c(c2)OCCO3)cc1	-6.4%	-1.9%	-6.5%	-4.8%	-4.8%	1.0%	3.5%	-2.7%
O=C(CCSCc1ccccc1F)NCc1cccs1	-2.6%	5.6%	·	3.2%	47.5%[activator]	-0.7%	1.8%	-1.9%
COc1ccc(NC2c3ccccc3C(=O)N2Cc2ccccc2Cl)cc1OC (stereo unspecified)	-1.9%	-3.3%	-11.3%	·	8.1%	-15.9%	-18.1%	-2.0%
COc1nc(N(CC(N)=O)S(=O)(=O)c2ccccc2)nc(C)c1Cl	i	-1.9%	21.3%	4.4%	-13.5%	-4.9%	-0.8%	0.8%
Cc1c(Cl)c([N+](=O)[O-])nn1CCCC(=O)N(Cc1ccccc1)Cc1ccccc1	-4.8%	10.6%	-15.6%	10.5%	9.8%	-0.2%	-5.5%	-1.3%
O=C(NC12CC3CC(CC(C3)C1)C2)c1cc([N+](=O)[O-])ccc1N1CCOCC1	i	-4.2%	-8.7%	·	5.5%	1.8%	-4.1%	0.2%
Cc1cc(C)n2nc(SCCCC(=O)c3ccccc3)nc2n1	-19.0%	2.6%	·	?	12.6%	9.6%	8.1%	-0.5%
Cc1onc(-c2ccccc2Cl)c1C(=O)Nc1ccccc1C(=O)NC(C)C	i	-2.4%	·	-0.7%	3.5%	-6.2%	-3.4%	-0.1%
COc1cccc(CN2CCN(C(=O)CCc3nnc(C4CCCCC4)o3)CC2=O)c1	i	-4.1%	5.7%	·	-0.2%	-0.6%	1.1%	0.7%
CCOc1cc(C2C3=C(CCCC3=O)Nc3nc(C(=O)OC)nn32)ccc1OC (stereo unspecified)	i	1.5%	3.0%	-2.6%	7.1%	-7.3%	7.8%	-0.9%
CN(C)c1cc(-c2ccc(F)cc2)oc(=O)c1Cl	i	-11.2%	-3.4%	·	-9.8%	-0.5%	2.3%	-5.2%

(continued)
SMILES	RECQ1 inh	TRb-SRC2 inh	L3MBTL1 inh	GAA inh	RGS12 GoLoco inh	aGlu spleen mod	GAA glycogen mod	TR SRC2 fluor cs
Cc1nn(C2CCS(=O)(=O)C2)c(Cl)c1/C=C/C(=O)OCC(=O)c1c[nH]c2ccccc12 (stereo unspecified)	-0.3%	-1.6%	1.2%	5.7%	-2.5%	9.7%	1.0%	-3.6%
COc1cccc(/C=N/NC(=O)CC2C(=O)NN=C2C)c1OC (stereo unspecified)	8.1%	-0.7%	-2.9%	-3.8%	7.1%	-8.8%	?	1.1%
Cc1ccc(NC(=O)c2cc(C)nn2-c2ccccc2)cc1	-12.4%	-11.5%&-2.3%	·	-7.7%	-3.2%	4.0%	-3.4%[76.3 µM]	-64.2%&0.3%
Cc1[nH]n(-c2ccccc2)c(=O)c1N=Nc1ccccc1O	-0.1%	-2.2%	-24.0%	9.2%	43.7%[activator]	-6.9%	-6.6%	-0.2%
Cn1c(-c2ccc(F)cc2)cnc1SCC(=O)Nc1ccccc1	i	-12.0%	-22.3%	10.2%	-2.7%	3.8%	2.3%	-0.8%
COc1ccc(C(CC(=O)O)NC(=O)OC(C)(C)C)cc1 (stereo unspecified)	-2.9%	4.6%	25.8%[11.4 µM]	4.0%	11.8%	0.6%	1.8%	-1.6%
COC(=O)c1ccc(CSc2nnc(NC(=O)C3CC(=O)N(Cc4ccc(C)cc4)C3)s2)cc1 (stereo unspecified)	i	4.1%	-8.5%	-3.1%	28.0%	9.5%	-0.3%	-1.6%
CCCC(=O)Nc1ccc(C(=O)Nc2nnc(COC)s2)cc1	-9.0%	-7.7%	3.4%	-3.7%	-4.1%	-1.8%	10.7%	-5.0%
COc1ccc(NCc2nnc(SCC(=O)Nc3nc(-c4ccccc4)cs3)n2-c2ccccc2)cc1	3.5%	1.2%	5.9%	1.3%	-10.8%	-5.7%	4.1%	-1.3%
COc1ccc2[nH]c(C(=O)O)c(NS(=O)(=O)c3ccc(OC)c(OC)c3)c2c1	6.2%	6.4%	·	4.1%	12.8%	-5.7%	3.98µM*	-1.8%
O=C(CCCCCNc1nc(=S)[nH]c2ccccc12)NCCc1ccc(Cl)cc1	i	-1.3%	7.4%	-4.1%	0.6%	-0.2%	-0.5%	4.0%
NNC(=O)C1=NOC(CNc2ncc(C(F)(F)F)cc2Cl)C1 (stereo unspecified)	-9.0%	0.5%	·	0.4%	3.5%	-4.2%	?	-0.9%
COc1cc(C(=O)NC2CCCNC2)cc(OC)c1OC (stereo unspecified)	0.0%	0.6%	·	-2.9%[15.4 µM]	6.3%	-1.0%	4.3%	-3.2%
O=C(N/N=C/c1ccccc1Cl)c1cccc(F)c1	i	-9.7%	-1.7%	2.9%	2.9%	-1.1%	-3.6%	0.3%
O=C(O)CCCCCN=Cc1c(O)c2ccccc2oc1=O	-1.9%	5.3%	·	-2.7%	3.2%	-0.2%	12.8%	-3.0%
C=CC(COCc1ccccc1)N(Cc1ccccc1)S(=O)(=O)c1ccccc1Br (stereo unspecified)	-12.5%	0.0%&6.3%	·	·	-4.2%	-5.4%&2.3%	-12.5%	0.9%&-1.9%
COc1ccc(-c2cc(C#N)nc(N3CCNCC3)n2)cc1	-3.4%	3.5%	·	?	17.0%	-0.1%	-6.8%	0.2%
COc1ccc(-c2cnc(N)n2CC2CCCO2)cc1 (stereo unspecified)	-4.1%	-7.6%	-14.1%	-12.9%	9.9%	-1.8%	1.4%	-4.1%
O=C(CN1CCC(n2nnc3cc(C(F)(F)F)ccc32)CC1)NNC(=O)c1ccco1	-2.3%	-2.1%	2.1%	2.3%	1.5%	10.9%	-8.3%	-2.3%
O=C(O)C1CCCN1C(=O)c1cccs1 (stereo unspecified)	i	-4.8%	6.6%	-6.3%	0.1%	6.2%	2.8%	1.1%

A portion from further up:
SMILES	RECQ1 inh	TRb-SRC2 inh	L3MBTL1 inh	GAA inh	RGS12 GoLoco inh	aGlu spleen mod	GAA glycogen mod	TR SRC2 fluor cs
O=C(O)CCCCCN=Cc1c(O)c2ccccc2oc1=O	-1.9%	5.3%	·	-2.7%	3.2%	-0.2%	12.8%	-3.0%
C=CC(COCc1ccccc1)N(Cc1ccccc1)S(=O)(=O)c1ccccc1Br (stereo unspecified)	-12.5%	0.0%&6.3%	·	·	-4.2%	-5.4%&2.3%	-12.5%	0.9%&-1.9%
COc1ccc(-c2cc(C#N)nc(N3CCNCC3)n2)cc1	-3.4%	3.5%	·	?	17.0%	-0.1%	-6.8%	0.2%

The listing continues.
SMILES	RECQ1 inh	TRb-SRC2 inh	L3MBTL1 inh	GAA inh	RGS12 GoLoco inh	aGlu spleen mod	GAA glycogen mod	TR SRC2 fluor cs
COc1ccc(NCN2C(=O)C3C4C=CC(C4)C3C2=O)cc1 (stereo unspecified)	-3.2%	7.3%	7.9%	-1.9%	7.0%	-3.8%	28µM*	0.1%
Cc1ccc(-n2c(CCc3nc4ccccc4[nH]3)n[nH]c2=S)cc1	i	-3.9%	-0.3%	-9.7%	7.8%	3.8%	-7.9%	2.8%
CC(/C=C1\SC(=S)N(NS(=O)(=O)c2ccccc2)C1=O)=C\c1ccccc1	-15.4%	0.2%	-6.0%	·	-0.7%	-11.7%	-19.1%	-0.6%
O=C(N/N=C\c1ccc(-c2ccc([N+](=O)[O-])cc2)o1)C1COc2ccccc2O1 (stereo unspecified)	2.8%	13.5%	-19.1%	3.3%	-92.9%	-5.0%	-3.9%	0.7%
